# Compound activity as filed in PubChem.
# MCF10A rerep = inducers of DNA re-replication in MCF 10A breast cells; MCF 10A DNA re-replication, Hoechst nuclear intensity, 48 h; Potency, µM (highest dose often 46.1 µM), for inactives: top-dose activity, positive = re-replication, actives largely listed as activators; 350,000 compounds, 2.9% hits; AID 624296; note: potency is the fitted concentration of half-maximal effect; % of control where 0% means no effect; nearly all actives have a fitted effect of over 50% in size
# IL-1B inflam inh = inflammasome signaling inhibition, IL-1 beta readout. THP-1 LPS/ATP IL-1B secretion, AlphaLISA, 16 h; hits give low values. activity change, % at 57.5 µM. 360,000 compounds, 4.7% hits; in the data active = activity change below about -50%; inconclusive = mostly about -30% to -49%; note: % is set by controls: 0 for no effect and ±100 for the full control effect
#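 Secreted IL-1B measured by AlphaLISA bead assay after 16 h compound exposure of THP-1 cells; compounds (final up to 57.5 uM) added 1 h before LPS (250 ng/mL) and ATP (1.25 mM) stimulation; lower signal means less secretion.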
# WRN inhibitor = blocks human WRN helicase | WRN helicase unwinding, fluorescent forked duplex, kinetic | Potency, µM (titrated, usually from 114 µM), without a hit: at the highest dose activity change, negative = inhibition, hits mostly inhibitors | Q14191 | AID 651768 | 360,000 compounds, 0.46% hits; note: potency is the fitted concentration of half-maximal effect; % is set by controls: 0 for no effect and ±100 for the full control effect; nearly all actives have a fitted effect of over 55% in size
# Target sequence (Q14191 whole entry, looked up): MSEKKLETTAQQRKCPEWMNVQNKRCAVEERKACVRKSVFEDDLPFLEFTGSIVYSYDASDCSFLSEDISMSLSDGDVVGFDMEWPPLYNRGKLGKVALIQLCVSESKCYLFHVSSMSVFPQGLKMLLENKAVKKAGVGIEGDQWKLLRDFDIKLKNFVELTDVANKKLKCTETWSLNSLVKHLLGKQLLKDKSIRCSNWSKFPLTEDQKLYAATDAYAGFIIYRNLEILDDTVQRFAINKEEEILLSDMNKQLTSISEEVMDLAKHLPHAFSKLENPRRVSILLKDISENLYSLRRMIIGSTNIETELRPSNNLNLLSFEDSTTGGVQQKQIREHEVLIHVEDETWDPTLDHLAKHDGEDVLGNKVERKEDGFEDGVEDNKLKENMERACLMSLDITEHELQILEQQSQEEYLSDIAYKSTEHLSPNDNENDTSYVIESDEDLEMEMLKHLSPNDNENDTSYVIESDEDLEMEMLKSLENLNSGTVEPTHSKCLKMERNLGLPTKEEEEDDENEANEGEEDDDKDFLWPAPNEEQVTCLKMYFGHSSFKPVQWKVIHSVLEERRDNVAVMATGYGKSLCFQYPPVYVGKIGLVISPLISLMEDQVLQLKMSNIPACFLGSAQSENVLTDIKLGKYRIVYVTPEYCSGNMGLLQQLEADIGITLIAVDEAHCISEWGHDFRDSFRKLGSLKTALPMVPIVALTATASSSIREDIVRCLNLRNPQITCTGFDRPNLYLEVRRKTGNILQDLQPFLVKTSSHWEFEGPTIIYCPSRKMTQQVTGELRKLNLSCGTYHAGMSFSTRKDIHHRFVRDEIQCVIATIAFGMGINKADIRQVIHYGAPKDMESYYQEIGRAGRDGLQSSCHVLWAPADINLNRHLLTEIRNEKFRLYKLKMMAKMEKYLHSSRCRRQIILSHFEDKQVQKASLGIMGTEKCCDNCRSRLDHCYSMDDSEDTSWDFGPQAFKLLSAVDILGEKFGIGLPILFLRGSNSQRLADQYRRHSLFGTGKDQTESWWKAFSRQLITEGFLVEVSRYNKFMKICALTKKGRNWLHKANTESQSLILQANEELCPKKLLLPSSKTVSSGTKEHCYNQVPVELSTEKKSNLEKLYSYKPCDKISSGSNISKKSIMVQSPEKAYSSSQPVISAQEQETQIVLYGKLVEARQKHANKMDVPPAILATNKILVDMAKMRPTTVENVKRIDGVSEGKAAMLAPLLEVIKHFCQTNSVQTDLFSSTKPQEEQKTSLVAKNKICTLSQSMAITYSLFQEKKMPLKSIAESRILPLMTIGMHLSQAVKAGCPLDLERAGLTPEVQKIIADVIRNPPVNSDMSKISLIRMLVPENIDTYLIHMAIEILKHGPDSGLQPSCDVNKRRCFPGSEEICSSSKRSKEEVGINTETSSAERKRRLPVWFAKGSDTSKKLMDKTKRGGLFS
#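 WRN at 20 nM final was preincubated with compound for 15 min at room temperature; reaction started with 100 nM forked duplex oligonucleotide carrying fluorophore and quencher plus 2 mM ATP (final). Unwinding followed kinetically by red fluorescence (ex 525/em 598 nm).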
# HT1080 IDH1KD tx = HT-1080 IDH1 knockdown cell toxicity (counter line); HT-1080 IDH1 knockdown viability, ATP luminescence, 48 h; Potency, µM (top dose mostly 46.1 µM), without a hit: top-dose activity, negative = toxicity, most hits filed as cytotoxic; 360,000 compounds, 2% hits; AID 686971;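 note: potency is the fitted concentration of half-maximal effect; 0% = DMSO wells and -100% = cell-free medium wells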
#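 HT-1080-IDH1KD cells (IDH1 knocked down), 750/well in RPMI with 5% FBS, treated with compound 48 h at 37 degrees C. Viability by CellTiter-Glo luminescence, normalised to DMSO and no-cell wells; concentration-response curves classed.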
# HT1080-NT tox = kills 2HG-producing HT-1080-NT fibrosarcoma cells | Potency, µM (series often up to 46.1 µM), inactives show at the top dose activity, negative = less viability, hits mostly cytotoxic | 360,000 compounds, 1.6% hits | HT-1080-NT fibrosarcoma viability, CellTiter-Glo ATP luminescence, 48 h | AID 686970;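 note: NT is the 2HG producing partner of a matched IDH1 knockdown line; potency is the fitted concentration of half-maximal effect; 0% = DMSO-treated cells and -100% = media-only wells without cells; nearly all actives have a fitted effect of over 55% in size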
#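 Toxicity toward the 2HG-producing NT line was scored as %Activity, normalised to DMSO and no-cell wells, from CellTiter-Glo luminescence after 48 hours' treatment.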
# ATXN2 expr inh = inhibitors of ATXN2 expression; HEK-293 ATXN2-luciferase reporter, luminescence, 24 h; 360,000 compounds, 0.72% hits; Potency, µM (doses to about 57 µM), for inactives: at the top dose activity change, negative = inhibition, hits mostly inhibitors; AID 1745845; note: potency is the fitted concentration of half-maximal effect; % is set by controls: 0 for no effect and ±100 for the full control effect; nearly all actives have a fitted effect of over 55% in size
#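 ATXN2-luciferase reporter cells (luciferase flanked by upstream and downstream ATXN2 gene portions) were treated 24 h at 37 °C with compounds at up to 57 uM. SteadyGlo luminescence gave expression; GF-AFC fluorescence gave viability.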
# KB-V1 MDR tox = kills drug-selected multidrug resistant KB-V1 cells; 400,000 compounds, 3.4% hits; KB-V1 MDR cells viability, CellTiter-Glo, 72 h; Potency, µM (highest dose often 46.1 µM), for the others: at the highest dose activity change, negative = cytotoxicity, hits mostly cytotoxic; AID 1347076; note: potency is the fitted concentration of half-maximal effect; % is set by controls: 0 for no effect and ±100 for the full control effect; nearly all actives have a fitted effect of over 60% in size
#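 Compound-treated KB-V1 multidrug-resistant cells, 72 h, 37 degrees C; viability by CellTiter-Glo. Fitted qHTS curves give the values.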
# KB-3-1 cytotox = KB-3-1 parental cell cytotoxicity; KB-3-1 viability, CellTiter-Glo ATP luminescence, 72 h; 400,000 compounds, 1.4% hits; Potency, µM (top dose mostly 46.1 µM), for inactives: at the top dose activity change, negative = cytotoxic, actives largely listed as cytotoxic; AID 1347075; note: potency is the fitted concentration of half-maximal effect; % is set by controls: 0 for no effect and ±100 for the full control effect; nearly all actives have a fitted effect of over 60% in size
#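 Screening of KB-3-1 cells (DMEM, 10% FBS, phenol-red free) ran from lowest to highest compound concentration; after 72 h at 37 °C viability was read luminescently and curves fitted.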
# SW480 rerep = induces DNA re-replication in SW480 colon adenocarcinoma cells. SW480 DNA re-replication, Hoechst DNA content imaging, 48 h. 340,000 compounds, 1.8% hits. AID 624297. Potency, µM (titrated, usually from 46.1 µM), inactives show top-dose re-replication activation, most hits filed as activators; note: potency is the fitted concentration of half-maximal effect; % of control where 0% means no effect; nearly all actives have a fitted effect of over 55% in size
#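 First, 250 cells per well were seeded. Next, compound or vehicle (23 nL) was pinned in, plates sat 48 hr at 37 C. Finally Hoechst was added for 40 min before fluorescence scanning.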
# The depositor's hits bear a star; ? = inconclusive; nt = no result given; & = joins results of further samples; [ ] = remark or other dose. Unless noted, calls come from the whole dose curve; as a rule, active = well fitted curve in the direction sought with a large enough effect; inconclusive = small, poorly fitted or top-dose-only effect, or another doubt; inactive = no such curve, though single readings can be large; an effect the other way counts as inactive or inconclusive.
SMILES,MCF10A rerep,IL-1B inflam inh,WRN inhibitor,HT1080 IDH1KD tx,HT1080-NT tox,ATXN2 expr inh,KB-V1 MDR tox,KB-3-1 cytotox,SW480 rerep
CCOC(=O)c1cccc(NC(=O)CSc2nnc(C3CCCCC3)n2C)c1,6%,-8,5%,16%,8%,-9%,-13%,13%,-1%
CS(=O)(=O)c1ccc(S(=O)CC(=O)Oc2ccc(Cl)cc2)c([N+](=O)[O-])c1 (stereo not drawn),4.6µM*,-99*,?,18µM*,23µM*,?,?,21µM*,6.5µM*
O=C(CCCCCNC(=O)N1CCn2c1nc1ccccc12)N[C@H](C(=O)O)c1ccccc1,-1%,0,-1%,-6%,1%,-12%,-3%,0%,0%
CCOC(=O)c1oc2ccc(/C=N/O)c(Cl)c2c1C,?,-3,-3%[57.1 µM],-28%,?,5%[11.3 µM],?,4%,-2%
c1ccc(OCCOCCN2CCN(C(c3ccccc3)c3ccccc3)CC2)cc1,?,-54*,-10%,-3%,-10%,-26%,?,?,8.2µM*
Cc1cccn2c(=O)c(C=O)c(N3CCCCC3)nc12,1%,-5,-14%,0%,3%,-2%[11.3 µM],1%,-6%,7%
CCCc1nn(C)c(C(=O)Nc2ccc(CC)cc2)c1Cl,9%,9,-5%,5%,14%,24%,-3%,0%,-2%
CN1C=CC=C/C1=C1/N=C(c2ccccc2)OC1=O,1%,-22,0%,5%,-4%,8%,-18%,13%,8%
Cc1cccc(CCNC(=O)C2CCC(=O)N(Cc3ccc(Cl)cc3)C2)n1 (stereo not drawn),-2%,12,-11%,9%,6%,3%,nt,nt,-1%
O=C(N/N=C\c1ccc2c(c1)OCO2)c1ccc(Cn2cc(Br)c([N+](=O)[O-])n2)o1,2%,-4,0%,-11%,-4%,1%,1%,11%,-11%
O=C(COC(=O)c1ccccc1NC(=O)c1ccco1)NCC1CCCCC1,8%,8,-6%,7%,6%,-5%,12%,-3%,-2%
COc1ccc(CN(C(=O)c2cc(=O)c3ccccc3o2)C2CCS(=O)(=O)C2)cc1OC (stereo not drawn),0%,3,1%,13%,21%,0%&4%,?,10%&5%,-18%
CNC(=O)c1ccc(OC2CSC2)cc1,-1%,-18,2%,-2%,-4%,2%,7%,-5%,-6%
Oc1ccc(CCc2n[nH]c(=S)n2-c2ccc(F)cc2)cc1,?,8,1%,4%,-1%,-13%,?,-3%,-1%
COc1cc(/C=C/C(=O)OCC(=O)N2CCN(S(=O)(=O)c3ccc(C)cc3C)CC2)ccc1OC(F)F,-5%,14,1%,-4%,-3%,4%,-7%,-9%,7%
CCOC(=O)CSc1nn(C)c(=S)s1,3%,9,4%,1%,1%,1%,-16%,-11%,-5%
O=CN1CCN(CC(O)Cn2c3ccccc3c3ccccc32)CC1 (stereo not drawn),-4%,-16,1%,-11%,-10%,10%,-3%,-4%,-26%
O=C(c1ccc(NC2=NC3CS(=O)(=O)CC3S2)cc1)N1CCc2ccccc2C1 (stereo not drawn),2%,-21,-1%,13%,-1%,-2%,5%,6%,-1%
Cc1ccccc1-n1c(N)cc(=O)[nH]c1=S,-8%,0,-7%,-2%,10%,-3%,-3%,-5%,1%
O=C(CCC1CCCC1)Nc1ccc([N+](=O)[O-])cn1,13%,15,-1%,7%,9%,25%,4%,1%,-2%
COc1ccc(C(=O)O/N=C(/c2ccccc2)c2ccncc2)cc1OC,-1%,12,-5%,2%,1%,-12%,-9%,6%,0%
COC(=O)[C@@]1(Cc2ccc(F)cc2)[C@H]2c3cc(C(=O)N(C)C)n(CCN4CCOCC4)c3C[C@H]2CN1C(=O)c1ccccc1,nt,10,-9%,-15%,1%,-14%,?,6%,nt
CC(C)CC1(C)NC(=O)N(CC(=O)Nc2cccc(S(=O)(=O)N(C)c3ccccc3)c2)C1=O (stereo not drawn),-9%,-4,-30%,4%,-14%,17%[11.3 µM],-10%,8%,0%
CN(C(=O)COC(=O)c1cc(=O)[nH]c2ccccc12)c1c(N)n(Cc2ccccc2)c(=O)[nH]c1=O,-21%,49,8%,12%,16%,5%,0%,16%,-11%
COc1ccccc1CNC(=O)c1oc2ccc(S(=O)(=O)N3CCCC3)cc2c1C,22%,-16,-15%,-9%,-12%,-18%,-8%,-24%,0%
COc1ccc(C(=S)N2CCCCC2)cc1Br,-3%,3,-23%,3%,0%,-16%[11.3 µM],-12%,18%,0%
O=C(NCCSc1c[nH]c2ccccc12)c1ccco1,3%,4,-2%,7%,4%,-3%,?,14%,-9%
CC(=O)c1ccc2c3c(cc(C)c2c1)CCCC3,21µM*,12,13%,7%,?,33%,3%,0%,1%
O=C(NCC(c1ccco1)N1CCc2ccccc2C1)c1ccc(Cl)cc1 (stereo not drawn),?,-7,-4%,-3%,-2%,0%,?,0%,5%
CCOc1cc(C)c(C(C)C)cc1S(=O)(=O)NCc1ccccn1,9%,-4,-1%,0%,8%,-9%,9.2µM*,-6%,1%
CCN(CC)c1ccc(S(=O)(=O)N2CCOCC2)cc1NC(=O)Nc1ccccc1,?,13,-18%,-6%,12%,2%,-10%,10%,-3%
CC(=O)C1=C(C)NC(SCC(=O)c2ccc(Cl)cc2)=C(C#N)C1c1ccco1 (stereo not drawn),12%,-62*,?,?,?,-1%,21µM*,-5%,-4%
CC(=O)C1=C(O)C(=O)N(Cc2cccnc2)C1c1ccccc1 (stereo not drawn),-15%,27,-3%,22%,0%,4%,4%,2%,-5%
c1ccc(N2CCN(c3nc(-c4cccs4)nc4ccccc34)CC2)cc1,23µM*,-58*,-7%,-5%,-9%,-23%,-25%,3%,-1%
Cn1ccs/c1=N\C(=O)Nc1cccc(C(F)(F)F)c1,0%,?,-20%,-5%,-10%,23%,-1%,-15%,1%
CC(C)/C=N/NC(=O)c1cc(Br)ccc1O,-6%,0,-16%,4%,1%,-6%,-5%,-2%,1%
CC(C)C1C(=O)N(Cc2cn(CCC3OCCO3)nn2)CCS(=O)(=O)N1Cc1ccc(-c2ccc(F)cc2)cc1 (stereo not drawn),nt,-4,-14%,-22%,-18%,-16%,-15%,3%,nt
O=C(CN(C1CCCCC1)S(=O)(=O)c1ccc(F)cc1)NCc1ccncc1,-11%,-9,7%,15%,3%,9%,8.2µM*,-15%,-4%
CCN(CC)C(=O)c1ccc2nc([C@@H]3O[C@H](CO)[C@H](O)[C@H](O)[C@H]3O)[nH]c2c1,nt,20,0%,12%,15%,15%,4%,0%,nt
Cc1ccc(NC2=C(Cl)C(=O)N(C3CCCCC3)C2=O)cc1,-4%,-2,-1%,2%,-3%,-35%,8%,-6%,-4%
O=C(Nc1cc2c3c(c1)CC(=O)N3CCC2)c1ccc(F)cc1,-1%,-5,-9%,-1%,0%,2%,-27%,-29%,-6%
CCOC(=O)N1CCc2c(sc3c2C(=O)NC(c2ccccc2)N3)C1 (stereo not drawn),?,0,-15%,15µM*,?,-2%,-23%,?,9.2µM*
COc1cc(C(=O)Nc2ccc(S(=O)(=O)Nc3nccc(C)n3)cc2)c([N+](=O)[O-])cc1OC,-1%,-3,?,8%,-1%,-4%,10%,0%,9%
CCc1ccc2ncc(S(=O)(=O)c3ccc(C)c(C)c3)c(N3CCCC3)c2c1,23µM*,-25,-10%,?,?,-4%,?,18µM*,15%
Nc1ncnc2c1ncn2[C@@H]1O[C@H](CNC(=O)[C@H](N)Cc2cccnc2)[C@@H](O)[C@H]1O,nt,-5,-3%,21%,20%,3%,6%,0%,nt
COc1ccc(Cl)cc1S(=O)(=O)N1CCC(C(=O)NCc2ccco2)CC1,-3%,0,-14%,3%,1%,-2%,0%,14%,-6%
COc1ccc(S(=O)(=O)N2CCCCC2)cc1NS(=O)(=O)c1ccccc1F,-45%[inhibitor],33,7%,-2%,-1%,12%,-17%,-11%,-1%
CCCCCN(C(=O)CCC(=O)OCC(=O)c1ccc(F)c(F)c1)c1c(N)n(CCCC)c(=O)[nH]c1=O,-3%,5,-2%,-2%,-1%,-5%,15%,2%,-15%
CC1(C(=O)NS(=O)(=O)c2ccc(F)cc2F)CCN1C(=O)Cc1ccccc1 (stereo not drawn),nt,6,7%[57.1 µM],17%,15%,-8%,-15%,2%,nt
COc1ccc(CCc2ccnc3ccccc23)cc1,15%,-62*,4%,?,-28%,-27%,?,?,-4%
COc1ccc(OC)c(S(=O)(=O)Nc2ccccc2O)c1,1%,21,-28%,-3%,0%,-6%,12%,1%,-11%
Cn1cnc(S(=O)(=O)Nc2cc(-c3ccc(Cl)cc3)nn2C)c1,0%,0,5%,2%,2%,-18%,0%,2%,-18%
Cc1cc(O)c(C(=O)/C=C/c2ccc(C(C)C)cc2)c(=O)o1,?,-8,-30%,14%,5%,126%[activator],16%,-11%,13%
O=C(COC(=O)c1ccc(O)cc1)Nc1ccc(N2CCCCC2)cc1,-1%,5,1%,-3%,0%,9%,16%,4%,-8%
Cc1cccc(C)c1NCC(=O)N1CCN(Cc2ccccc2)CC1,6%,45,0%,7%,-8%,0%,3%,-2%,2%
O=C(Cc1ccccc1F)Nc1cc(S(=O)(=O)N2CCOCC2)ccc1N1CCCC1,?,-8,10%,0%,4%,-12%,5%,-3%,8%
Cc1cnc(C(=O)OCC(=O)c2ccc(Cl)cc2)cn1,-2%,0,2%,2%,9%,0%,10%,7%,0%

# Rows were taken by chance; any-hit rate near 12%.
